MC4R barr agon = agonists of human melanocortin 4 receptor (MC4R) beta-arrestin; U2OS MC4R beta-arrestin complementation, luminescence; percent of melanotan II response, DMSO zero; activation, % at 8.9 µM; actives 0.98% (n = 360,000);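 active means activation above a per-plate cutoff, the mean activation of sample wells on that plate plus 3 SD, cut at about 8% in these data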
Target sequence (P32245 whole entry, looked up): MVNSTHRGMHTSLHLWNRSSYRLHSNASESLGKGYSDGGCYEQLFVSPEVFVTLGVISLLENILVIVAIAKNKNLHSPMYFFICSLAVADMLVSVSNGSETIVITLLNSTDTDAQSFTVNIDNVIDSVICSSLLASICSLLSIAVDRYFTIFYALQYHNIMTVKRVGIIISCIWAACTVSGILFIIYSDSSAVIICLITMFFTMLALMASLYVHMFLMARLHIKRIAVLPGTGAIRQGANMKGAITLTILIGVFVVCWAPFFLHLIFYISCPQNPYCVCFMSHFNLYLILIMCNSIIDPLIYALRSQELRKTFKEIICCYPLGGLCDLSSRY
Exocytosis inh = blocks lytic granule exocytosis; actives 0.66% (n = 360,000); TALL-104 LAMP-1 surface exposure, flow cytometry; cells stimulated with thapsigargin and PMA; inhibition, % at 10 µM;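 active means inhibition above about 55%, limit read from the data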
TLR9-MyD88 inh = TLR9-MyD88 interaction inhibition; CHO BLA complementation TLR9-MyD88, CCF4 FRET ratio; inhibition, % at 4.98 µM; actives 0.21% (n = 340,000); AID 504734;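 active means inhibition above the mean over all tested compounds plus 3 SD, cut at about 21% in these data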;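 further: 0% = DMSO only wells and 100% = clavulanate BLA inhibitor control wells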
Vif inh = HIV Vif inhibition; actives 0.35% (n = 340,000); AID 602346; HEK293T cells, Vif self-association by quenched fluorescence, imaging, 24 h; inhibition, % at 7.49 µM; in the data active means inhibition above about 50%, passing the limit was not always enough; further: some results filed as inactive read as strong as hits
N-glyco inh = blocks N-linked glycosylation in D54 reporter cells | D54 ERlucT glycosylation luciferase reporter, 24 h; percent of 100 nM tunicamycin response | reporter increase, % at 12.5 µM | actives 0.23% (n = 360,000) | AID 588692;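 active means mean luciferase reporter signal, scaled so untreated is 0 and the glycosylation-blocking control 100, at or above a set limit in every replicate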;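 further: luciferase carries N-glycosylation sites so blocking glycosylation raises the light; 0% = median of neutral control wells and 100% = median of 100 nM tunicamycin wells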
MC4R antag cAMP = blocks human MC4R cAMP signaling; actives 0.48% (n = 360,000); AID 540295; MC4R-expressing cells, MTII-stimulated cAMP, LANCE TR-FRET; inhibition, % at 6.5 µM; P32245;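 active means inhibition above its plate's cutoff, the mean of tested wells on that plate plus 3 SD, cut at about 29% in these data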;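 further: 0% = Melanotan II alone and 100% = Melanotan II plus saturating MCL0020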
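Material: human MC4R-expressing U2OS cells. Probe or stimulus: Melanotan II challenge. Dosing: 6.5 µM single dose. Times: 30-min compound, 1-h challenge, 1-h detection, room temperature. Technique: TR-FRET with Eu-cAMP and labeled anti-cAMP, 671 nm. Replication: singlicate.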
ABCB6 inh MLPCN = human ABCB6 transporter inhibition | AID 602162 | K562-ABCB6 porphyrin accumulation, flow cytometry, 1 h; active compounds read low | actives 0.19% (n = 360,000) | fluorescence ratio to DMSO, % at 10 µM;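 active means fluorescence ratio to DMSO below 75%, the collection mean minus 3 SD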;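 further: signal is porphyrin accumulated inside mitochondria; 100% equals median channel fluorescence of DMSO control wells; lower ratio means ABCB6 inhibition with less porphyrin fluorescence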
NOD2-RIPK2 inh = blocks binding of human NOD2 to RIPK2; O43353; CHO BLA complementation NOD2-RIPK2, CCF4 ratio; inhibition, % at 4.98 µM; actives 0.38% (n = 360,000); AID 624267; in the data active means inhibition above about 21%;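 further: 0% = vehicle only and 100% = reference blocker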
Target sequence (O43353 whole entry, looked up): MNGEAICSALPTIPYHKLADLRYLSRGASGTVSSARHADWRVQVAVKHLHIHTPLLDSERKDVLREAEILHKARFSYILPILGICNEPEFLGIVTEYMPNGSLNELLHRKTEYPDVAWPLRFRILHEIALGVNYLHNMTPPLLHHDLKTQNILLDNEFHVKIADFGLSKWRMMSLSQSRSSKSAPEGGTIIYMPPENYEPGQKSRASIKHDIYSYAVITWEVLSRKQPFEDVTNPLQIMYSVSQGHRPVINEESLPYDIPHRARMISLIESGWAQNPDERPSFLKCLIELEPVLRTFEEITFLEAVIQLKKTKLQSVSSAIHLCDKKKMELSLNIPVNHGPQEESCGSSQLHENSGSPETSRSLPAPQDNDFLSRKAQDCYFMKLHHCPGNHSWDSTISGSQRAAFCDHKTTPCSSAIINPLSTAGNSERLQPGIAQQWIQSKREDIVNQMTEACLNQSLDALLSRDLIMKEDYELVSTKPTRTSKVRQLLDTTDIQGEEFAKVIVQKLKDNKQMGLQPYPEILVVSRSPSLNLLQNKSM
aDG glyco up = increases alpha dystroglycan glycosylation. Pro5-aDG cells, alpha-DG glycosylation AlphaScreen (IIH6); 0% Pro5, 100% B10-LARGE cell signal. activation, % at 10 µM. actives 0.22% (n = 360,000);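 active means activation of at least 8% versus controls, or a plate z-score of at least 8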;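 further: Pro5 are CHO cells carrying HIG-tagged alpha-DG that lacks glycosylation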
ABHD5 PLIN5 PPI = inhibitors of human ABHD5-perilipin-5 interaction. Q00G26+Q8WTS1. Split G. princeps luciferase complementation, luminescence, 4 h. inhibition, % at 4 µM. actives 0.78% (n = 360,000);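 active means inhibition above the mean inhibition across every tested compound plus 3 SD, cut at about 22% in these data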;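 further: 0% = DMSO only wells and the 100% control is not disclosed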
* = called active by the depositor; x = not tested or not shown. A portion of the library; rates above refer to the full screens.

A first look (two entries):
SMILES	MC4R barr agon	Exocytosis inh	TLR9-MyD88 inh	Vif inh	N-glyco inh	MC4R antag cAMP	ABCB6 inh MLPCN	NOD2-RIPK2 inh	aDG glyco up	ABHD5 PLIN5 PPI
Cc1nc2ccc(S(=O)(=O)NC(C(=O)N3CCCC3)C(C)C)cc2s1 (configuration not stated)	0.5	-9	0	-6	-2	-6	105	13	0.2	-5
COc1ccccc1-c1noc2c1C(=O)N(Cc1cn(Cc3ccccc3)nn1)CC2	x	-1	x	-5	-2	x	97	-5	0.0	-3

The listing, previewed entries included:
SMILES	MC4R barr agon	Exocytosis inh	TLR9-MyD88 inh	Vif inh	N-glyco inh	MC4R antag cAMP	ABCB6 inh MLPCN	NOD2-RIPK2 inh	aDG glyco up	ABHD5 PLIN5 PPI
Cc1nc2ccc(S(=O)(=O)NC(C(=O)N3CCCC3)C(C)C)cc2s1 (configuration not stated)	0.5	-9	0	-6	-2	-6	105	13	0.2	-5
COc1ccccc1-c1noc2c1C(=O)N(Cc1cn(Cc3ccccc3)nn1)CC2	x	-1	x	-5	-2	x	97	-5	0.0	-3
CC(=O)Nc1ccc(S(=O)(=O)n2nc(-c3ccc(C)cc3)nc2N)cc1	-1.6	-1	-4	1	-1	-1	96	5	0.9	0
CCCCNS(=O)(=O)c1ccc(OC)cc1	-2.5	1	-4	-4	2	-1	93	-1	-0.1	1
CC(C)(C)Nc1nc(N2CCCC2)nc(N2CCCC2)n1	-0.2	-1	-9	-16	0	0	103	-6	0.0	6
CC(Nc1nc(-c2ccc(F)cc2)cs1)c1nc2cc(Cl)c(N3CCCCC3)cc2n1CCCO (configuration not stated)	1.0	4	-2	x	6	2	94	3	0.1	-5
Cc1ccnc2nc(C(=O)Nc3ccc(S(=O)(=O)N4CCCC4)cc3)nn12	1.3	-2	4	2	2	6	99	-11	0.0	-4
Cc1cc(C)c(OCC(=O)OCC(=O)N2CCCc3ccccc32)c(C)c1	-0.3	-6	-6	15	4	-1	100	2	-0.2	0
COc1ccc(C(=O)NC2CCN(S(=O)(=O)c3ccccc3)CC2)cc1	-0.5	-5	0	0	2	19	99	6	-0.2	0
O=C(COc1ccc([N+](=O)[O-])cc1)Nc1cccc2nsnc12	2.1	-4	-10	x	x	6	100	-34	-0.2	-2
Nc1ccn(CC(=O)NCc2ccc3[nH]ccc3c2)c(=O)n1	-1.5	-15	-3	-8	3	-1	97	13	0.0	0
CCOc1cccc(CNCc2ccc(C(=O)O)cc2)c1	-1.5	0	-3	8	1	6	102	2	0.0	0
CCC1CCc2sc(C(=O)NC3CCN(Cc4ccccc4)CC3)cc2C1 (configuration not stated)	-3.4	2	7	-2	-1	5	99	6	1.7	-2
O=C(COC(=O)c1c2c(nc3ccccc13)/C(=C\c1ccco1)CC2)NC1CCCC1	-1.1	-6	-1	5	1	-3	114	4	0.1	2
Oc1ccc(N=C/C=C/c2cccc(Br)c2)cc1-c1nc2ccccc2s1	3.2	2	5	1	-3	0	104	-4	-0.1	19
CCCCn1c(N)c(N(Cc2ccccc2OC)C(=O)CCC(C)C)c(=O)[nH]c1=O	-2.8	1	-10	-3	2	-1	100	-2	-0.1	-12
COc1cccc(N(C(=O)Cn2nnc(-c3cccs3)n2)C(C(=O)NC2CCCCC2)c2ccncc2)c1 (configuration not stated)	-0.1	6	-18	4	-1	11	98	2	0.0	5
N/C(=N\NC(=O)c1cccs1)c1cc2ccccc2oc1=O	1.0	-2	-9	4	2	-5	95	-13	-0.1	-2
Cc1coc2c1c(C)cc1oc(=O)c(CC(=O)NCCCN3CCCC3=O)c(C)c12	-0.9	0	-8	-6	-2	2	97	0	0.0	3
O=C(Nc1ccccc1Cl)Nc1ccccc1Cl	2.4	-2	8	-6	-2	0	96	-14	-0.1	3
S=C(NNc1ccnc2cc(Cl)ccc12)Nc1ccccc1Cl	0.7	3	-6	-6	-1	-2	111	13	5.8	-19
CC1CN(C(=O)N2CCOCC2)CCN1C(=O)N1CCOCC1 (configuration not stated)	0.6	-1	-10	-3	1	6	110	-4	-0.1	0
CCN(Cc1ccncc1)Cc1cn(C)nc1-c1ccc(Oc2ccccc2)cc1	-1.0	-2	-2	21	-4	11	94	4	0.1	1
Cc1ccc2[nH]c3c(c2c1)CCCC3NC(=O)CCl (configuration not stated)	-0.5	-7	-6	-3	-17	-2	92	9	-0.3	6
CCOc1ccc(-n2cc(-c3ccccc3)c3c(SC(C)C(=O)OC)ncnc32)cc1 (configuration not stated)	-1.7	-1	-7	7	0	7	101	-41	-0.1	0
(continued)
SMILES	MC4R barr agon	Exocytosis inh	TLR9-MyD88 inh	Vif inh	N-glyco inh	MC4R antag cAMP	ABCB6 inh MLPCN	NOD2-RIPK2 inh	aDG glyco up	ABHD5 PLIN5 PPI
CC(/C=N/NC(=O)c1cnccn1)=C\c1ccco1	-0.7	-4	x	5	1	-23	98	-18	0.0	6
Cc1ccc(C(=O)N2CCCC(CCC(=O)N3CCN(c4ccccn4)CC3)C2)cc1C (configuration not stated)	-1.7	-6	3	-17	-2	4	95	-14	1.6	-8
CCOCC(=O)Nc1nc(C)cc(C)n1	-1.9	-9	-2	0	2	-3	104	8	-0.2	3
CCn1cc(C(C)NC(=O)COc2ccc(Cl)cc2C)c(C)n1 (configuration not stated)	-0.5	1	4	1	-1	13	104	-2	0.4	-3
NC(=O)c1cc2ccccc2o/c1=N\NC(=O)c1ccncc1	-0.7	-1	5	-3	3	-23	93	-2	-0.1	-3
COc1ccccc1C(=O)C1CCCN(C(=O)c2cnn(C(C)C)c2)C1 (configuration not stated)	-2.7	-1	1	-5	1	4	99	2	0.0	0
C[C@H](C(=O)NCc1ccccc1)C(=O)c1ccccc1	1.1	-3	-9	-2	-2	0	103	-4	-0.3	2
COc1cc2c(cc1OC)C(C)N(C(=O)Cc1ccc(C(F)(F)F)cc1)CC2 (configuration not stated)	-1.2	-11	-4	x	-2	6	100	12	0.4	-1
COc1cccc(-c2cccc(NC(=O)C3CCN(Cc4cnn(C)c4)CC3)c2)c1	-0.3	-2	-13	x	x	7	105	3	-0.1	4
CCOC(=O)C1CCN(C(=O)c2cc(S(=O)(=O)N3CCCCC3)ccc2C)CC1	0.2	1	-2	-2	3	9	101	-8	1.2	-2
COC(=O)c1ccccc1-c1ccc(/C=N/NC(N)=O)o1	0.8	9	3	-3	1	-8	90	-7	0.2	4
O=C(NCc1ccc2c(c1)OCO2)c1cccc(N2CCCC2=O)c1	-0.1	-2	-3	x	1	2	100	-1	-0.2	2
Cc1ccc(C)c(N2CCN(C(=O)CCc3nc(-c4ccc(F)cc4)no3)CC2)c1	-0.9	3	-1	-7	0	-6	98	-6	0.2	3
O=C(NNC(=O)c1ccccc1F)c1ccc(Cl)c(S(=O)(=O)N2CCOCC2)c1	3.3	0	-7	0	1	1	101	10	0.8	-2
CC(=O)OC(COc1ccc(F)cc1)Cn1cnc2ccccc21 (configuration not stated)	-2.0	-4	0	-1	-1	3	96	-8	0.2	1
COc1ccc(S(=O)(=O)N(CC(=O)N2CCOCC2)c2cc(Cl)ccc2OC)cc1OC	-1.1	-4	-2	5	0	3	104	-9	0.1	0
O=C(Nc1ccc2c(c1)OCO2)c1c(Cl)nc2sccn12	-2.0	-1	4	5	-2	1	111	9	-0.1	-3
C=CCOc1cccc(C2/C(=C(\O)c3ccc(F)cc3)C(=O)C(=O)N2CCN(C)C)c1 (configuration not stated)	-0.1	-4	2	-6	0	1	105	4	0.0	-3

Random excerpt: 7 entries already listed, in no set order.
SMILES	MC4R barr agon	Exocytosis inh	TLR9-MyD88 inh	Vif inh	N-glyco inh	MC4R antag cAMP	ABCB6 inh MLPCN	NOD2-RIPK2 inh	aDG glyco up	ABHD5 PLIN5 PPI
COc1cccc(-c2cccc(NC(=O)C3CCN(Cc4cnn(C)c4)CC3)c2)c1	-0.3	-2	-13	x	x	7	105	3	-0.1	4
O=C(NNC(=O)c1ccccc1F)c1ccc(Cl)c(S(=O)(=O)N2CCOCC2)c1	3.3	0	-7	0	1	1	101	10	0.8	-2
CCOC(=O)C1CCN(C(=O)c2cc(S(=O)(=O)N3CCCCC3)ccc2C)CC1	0.2	1	-2	-2	3	9	101	-8	1.2	-2
COc1cc2c(cc1OC)C(C)N(C(=O)Cc1ccc(C(F)(F)F)cc1)CC2 (configuration not stated)	-1.2	-11	-4	x	-2	6	100	12	0.4	-1
C[C@H](C(=O)NCc1ccccc1)C(=O)c1ccccc1	1.1	-3	-9	-2	-2	0	103	-4	-0.3	2
COc1ccc(S(=O)(=O)N(CC(=O)N2CCOCC2)c2cc(Cl)ccc2OC)cc1OC	-1.1	-4	-2	5	0	3	104	-9	0.1	0
CC(/C=N/NC(=O)c1cnccn1)=C\c1ccco1	-0.7	-4	x	5	1	-23	98	-18	0.0	6
